Bioassay records (PubChem)
14-3-3g Raf – modulators of 14-3-3 gamma protein binding, primary screen, biochemical, fluorescence polarization. inhibition, % at 40 µM. FP, 14-3-3gamma / TMR-pS259-Raf peptide binding. 14-3-3 protein gamma (Homo sapiens), P61981. actives 0.19% (n = 160,000). AID 422, 2006; in the data active = inhibition above about 30%;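 also: 0% = protein plus tracer without compound and 100% = blank with tracer alone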
Target sequence (P61981 whole entry, looked up): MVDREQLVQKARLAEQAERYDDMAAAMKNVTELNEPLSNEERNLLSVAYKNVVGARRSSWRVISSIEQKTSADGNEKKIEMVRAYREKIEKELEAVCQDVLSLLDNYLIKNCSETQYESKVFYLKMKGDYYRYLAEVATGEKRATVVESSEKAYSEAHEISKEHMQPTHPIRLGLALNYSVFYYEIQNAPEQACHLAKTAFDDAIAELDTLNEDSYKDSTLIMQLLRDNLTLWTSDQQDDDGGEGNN
Active calls of the source: *; & = joins results of further samples. Not all compounds are listed (hit frequency here may not be typical).

SMILES	14-3-3g Raf
COc1ccc(NC(=O)c2cc(S(=O)(=O)N3CC4CC(C3)c3cccc(=O)n3C4)ccc2F)cc1 (stereo not drawn)	-5
Cc1ccc(-n2nc(C)c3c2OC(N)=C(C#N)C3c2ccoc2)cc1 (stereo not drawn)	3
CCOCCCNC(=O)C1CCN(S(=O)(=O)N(CC(C)C)CC(C)C)CC1	-9
O=C(NCCn1cc(SCC(=O)N2CCCCCC2)c2ccccc21)c1cccc(C(F)(F)F)c1	-1
CCCn1c(=S)[nH]c2cc(C(=O)NC34CC5CC(CC(C5)C3)C4)ccc2c1=O	-2
O=C(N1CCN(Cc2ccccc2)CC1)C12CC3CC(CC(C3)C1)C2	9
C=CCn1c(/N=C/c2ccc(N(C)C)cc2)nc2ccccc21	-3
O=c1oc2ccc(Cl)cc2cc1-c1cn2c(n1)sc1cc(Oc3ccccc3)ccc12	1
COc1cc(C=Cc2nc3cc(Cl)ccc3c(=O)n2-c2cccc([N+](=O)[O-])c2)cc(OC)c1OC	-7
O=C(OCCN1C(=O)c2cccc3c(N4CCOCC4)ccc(c23)C1=O)c1ccc([N+](=O)[O-])cc1	-6
Cc1ccc2c(c1)N(CC(=O)NC1CCCCC1)C(=O)CO2	-7
COc1ccc(C=Nc2sc3c(c2C#N)CCC(C(C)(C)C)C3)cc1OC (stereo not drawn)	-3
CC(C)(CC(=O)N1CCN(c2ccc(Cl)cc2)CC1)CC1=NS(=O)(=O)c2ccccc2N1	-13
CCCN1C(=O)SC(CC(=O)Nc2ccccc2)C1=O (stereo not drawn)	-2
Oc1ccccc1CC=Cc1ccccc1	-2
O=C(NCc1cccnc1)c1ccc2c(=O)n(Cc3ccc4c(c3)OCO4)c(=O)[nH]c2c1	-1
O=C(NCc1ccc(Cl)cc1)c1cc(-c2ccco2)on1	-7&-49
O=C(Nc1c(C(=O)Nc2ccc(Br)cc2)cnn1-c1ccccc1)c1ccccc1F	7
Cc1ccc(C(=O)Nc2ccc([N+](=O)[O-])cc2)cc1S(=O)(=O)NC1CCCCC1	1
CCSc1nc2c(c(=O)n1C1CCCC1)C1(CCCC1)Cc1ccccc1-2	5

An excerpt of these results, with bars between the fields.
mol | 14-3-3g Raf
COc1ccc(NC(=O)c2cc(S(=O)(=O)N3CC4CC(C3)c3cccc(=O)n3C4)ccc2F)cc1 (stereo not drawn) | -5
Cc1ccc(-n2nc(C)c3c2OC(N)=C(C#N)C3c2ccoc2)cc1 (stereo not drawn) | 3
CCOCCCNC(=O)C1CCN(S(=O)(=O)N(CC(C)C)CC(C)C)CC1 | -9
O=C(NCCn1cc(SCC(=O)N2CCCCCC2)c2ccccc21)c1cccc(C(F)(F)F)c1 | -1
CCCn1c(=S)[nH]c2cc(C(=O)NC34CC5CC(CC(C5)C3)C4)ccc2c1=O | -2
O=C(N1CCN(Cc2ccccc2)CC1)C12CC3CC(CC(C3)C1)C2 | 9
C=CCn1c(/N=C/c2ccc(N(C)C)cc2)nc2ccccc21 | -3
O=c1oc2ccc(Cl)cc2cc1-c1cn2c(n1)sc1cc(Oc3ccccc3)ccc12 | 1
COc1cc(C=Cc2nc3cc(Cl)ccc3c(=O)n2-c2cccc([N+](=O)[O-])c2)cc(OC)c1OC | -7
O=C(OCCN1C(=O)c2cccc3c(N4CCOCC4)ccc(c23)C1=O)c1ccc([N+](=O)[O-])cc1 | -6
Cc1ccc2c(c1)N(CC(=O)NC1CCCCC1)C(=O)CO2 | -7
COc1ccc(C=Nc2sc3c(c2C#N)CCC(C(C)(C)C)C3)cc1OC (stereo not drawn) | -3
CC(C)(CC(=O)N1CCN(c2ccc(Cl)cc2)CC1)CC1=NS(=O)(=O)c2ccccc2N1 | -13
CCCN1C(=O)SC(CC(=O)Nc2ccccc2)C1=O (stereo not drawn) | -2
Oc1ccccc1CC=Cc1ccccc1 | -2
O=C(NCc1cccnc1)c1ccc2c(=O)n(Cc3ccc4c(c3)OCO4)c(=O)[nH]c2c1 | -1
O=C(NCc1ccc(Cl)cc1)c1cc(-c2ccco2)on1 | -7&-49

(listing goes on)
SMILES	14-3-3g Raf
O=S(=O)(c1ccc(Br)cc1)N1CCCC(C(F)(F)F)C1 (stereo not drawn)	-3
CC1(C)CC(=O)C2=C(C1)NC=C(C(=O)O)C2C(=O)O (stereo not drawn)	1
Cc1cc2ccccc2c(=O)n1CC(=O)NC1CCCCCC1	0&-11
CC1=CC(C)(C)N(S(=O)(=O)c2ccc(C)cc2)c2ccc(C)cc21	2
O=C(NCCCN1CCOCC1)c1cc(S(=O)(=O)N2CCCCC2)ccc1F	-8
Cc1ccc(NS(=O)(=O)c2c(C)ccc3nsnc23)cc1	-1
CCOc1cc(C2C(C(=O)OCc3ccccc3)=C(C)NC3=C2C(=O)CC(c2ccccc2)C3)ccc1O (stereo not drawn)	0
COC(=O)c1noc(-c2ccc(OC)cc2)n1	-3
Cc1ccnc(NS(=O)(=O)c2ccc(NC(=O)C3CCCNC3=O)cc2)n1 (stereo not drawn)	4&-3
O=C(COC(=O)CNC(=O)c1ccco1)NCCN1C(=O)CSC1=O	-3
COc1cc(C2CC(=O)C3=C(C2)Nc2ccccc2NC3c2cc3c(cc2Cl)OCO3)cc(OC)c1OC (stereo not drawn)	-14
COC(=O)c1sc2ccccc2c1NC(=O)c1cccs1	-7
CC1CCN(CC(=O)n2c3c(c4ccccc42)CCCC3)CC1	-4
CCC1(N)C2CC3CC(C2)CC1C3 (stereo not drawn)	1
CCC(=O)NC1(C(F)(F)F)C(=O)NC(C)=C1C#N (stereo not drawn)	-7
Cc1ccc(NC(=O)CS(=O)CC(=O)N(C2CCCC2)C(C)C(=O)NC2CCCCC2)cc1 (stereo not drawn)	-4
NC(=O)CN1C(=O)c2ccccc2S1(=O)=O	0
CN1CCN(c2cc(N3CCN(S(C)(=O)=O)CC3)ccc2[N+](=O)[O-])CC1	3
CC1CCC(n2c(=S)[nH]c3ccccc3c2=O)CC1 (stereo not drawn)	4
Cc1ccc2cc3cc(C(=O)N4CCCc5ccccc54)sc3nc2c1	5
COc1ccc(C2C3=C(CC(c4ccccc4)CC3=O)Nc3ccccc3N2C(=O)c2cc(OC)c(OC)c(OC)c2)cc1OC (stereo not drawn)	-1
O=C(NCc1ccc(F)cc1)c1cccc(NS(=O)(=O)c2ccc(Cl)cc2)c1	2
Cc1ccc(CNC(=O)C2CCC(CNc3nc(=S)[nH]c4ccccc34)CC2)cc1 (stereo not drawn)	7
COc1cccc(-c2nc(-c3ccsc3)c(-c3ccccc3)[nH]2)c1	-15
Cc1ccc(-c2nc3ccccc3c(=O)n2CC(=O)C(C)(C)C)cc1	1
CC(C)Cn1c(SCC(=O)O)nc2c1c(=O)[nH]c(=O)n2C	0
Cc1ccc(S(=O)(=O)N(c2c(C)cc(C)nc2Cl)S(=O)(=O)c2ccc(C)cc2)cc1	1
CSc1cc(C)nc(NC(C)=O)n1	-3
Cc1nn(-c2cc(N3CCN(C(=O)c4ccc(Cl)cc4)CC3)ccc2[N+](=O)[O-])c(=O)c2ccccc12	10
Cc1ccc(N2C(=O)C3C(C2=O)N2CCCN2C3c2ccccc2)cc1 (stereo not drawn)	-3
CCOC(=O)C1=C(C)N=c2s/c(=C3\C(=O)Nc4ccccc43)c(=O)n2C1c1ccc2c(c1)OCO2 (stereo not drawn)	-13
COc1ccc(C(=O)Oc2c(S(=O)(=O)c3ccc(C)cc3)c(C)nn2C(C)(C)C)cc1OC	-3
O=C(CCCOc1ccc(Cl)cc1)Nc1nncs1	3
COc1ccc(Oc2coc3cc(OCc4ccc(Cl)cc4)ccc3c2=O)cc1	-6
CCOC(=O)Cc1c(C)[nH]c(=S)[nH]c1=O	3
O=C1OC2C=CC(Br)=CC2=CC1C(=O)N1CCSC1c1ccccc1Cl (stereo not drawn)	-2
CCOc1ccc(C(=O)NCCSc2c[nH]c3ccccc23)cc1	-2
CS(=O)(=O)N1CCC(C(=O)Nc2ccc(Oc3ccccc3)cc2)CC1	9
Cc1ccc2oc(-c3cccc(NC(=O)c4ccc(Cl)cc4)c3C)nc2c1	-16
Cc1ccc(-c2nc3ncccc3o2)cc1NC(=O)COc1ccc([N+](=O)[O-])cc1	-30
CC1CCN(S(=O)(=O)N2CCC(C(=O)NCc3cccnc3)CC2)CC1	-1
CCCCn1cnc2c(c1=O)c1nc3ccccc3nc1n2Cc1ccc2c(c1)OCO2	-6
COc1ccc(-c2nc3cc(C)ccn3c2NC(=O)c2cccc(C(F)(F)F)c2)cc1OC	-17
Clc1cc2c(c3ncccc13)OCN(Cc1cccnc1)C2	-5
COc1cc2c(cc1OC)C1=C(C#N)CN(C3CCCCC3)CN1CC2	2
C=C(C)c1cccc(C(C)(C)NC(=O)N2CC=C(c3ccccc3)CC2)c1	5
CCC(C)OC(=O)C1=C(C)NC2=C(C(=O)C(C(=O)OC)C(C)C2)C1c1ccccc1C (stereo not drawn)	3
COc1ccc(C)cc1S(=O)(=O)Nc1ccccc1C	6
O=C1c2ccc(Oc3ccc4c(c3)C(=O)N(CCCCO)C4=O)cc2C(=O)N1CCCCO	0
COc1ccc(C2Nc3ccc4ccccc4c3C3=C2C(=O)CC(C)(C)C3)cc1OC (stereo not drawn)	-5
Cc1oc2ccc(OCc3ccccc3)cc2c1C(=O)OC(C)C	-3
O=C(O)CSCC(=O)NCc1ccccc1	-6
CCOc1ccc(-n2cnnn2)cc1S(=O)(=O)N1CCCCC1	-11
COc1ccc(Cl)cc1C(=O)CSc1nc(N)cc(N)n1	-8
COc1ccc(-c2[nH]nc3c2C(c2ccccc2OC(=O)N2CCOCC2)C(C#N)=C(N)O3)cc1 (stereo not drawn)	4
CCOc1ccc(N(CC(=O)Nc2ccc(C)cc2)S(=O)(=O)c2c(C)noc2C)cc1	-7
O=C(CSc1nncc2ccccc12)N1CCOCC1	-12&-3
S=C1NCN(Cc2ccccc2)CN1	-3
c1cc(-c2nc3cc(Cc4ccc5oc(-c6ccncc6)nc5c4)ccc3o2)ccn1	-12&2
Cc1cc(C)cc(NC(=O)CSc2nnc(Cc3cccn3C)n2-c2ccc(F)cc2)c1	-1
Carrying on.
SMILES	14-3-3g Raf
CC1=CC(C)(C)N(C(=O)Nc2ccccc2)c2ccccc21	-11
C=CCSc1nc2ccc(N=Cc3cc(Cl)ccc3O)cc2s1	-153
O=C(O)C1c2ccccc2CCN1S(=O)(=O)c1cccc2nsnc12 (stereo not drawn)	6
COc1cccc(Nc2cc(NCCCO)c([N+](=O)[O-])c3nonc23)c1	-8
O=C1C2CCCCC2C(=O)N1c1ccc(NCCCN2CCOCC2)c([N+](=O)[O-])c1 (stereo not drawn)	7
COC(=O)c1ccc(C(=O)OC)c(NC(=O)Nc2ccc3c(c2)OCO3)c1	-2
CN1CCN(C(=O)C2CC(c3c(F)cccc3Cl)=NO2)CC1 (stereo not drawn)	-4
O=C(c1cc(-c2ccncc2)nc2ccccc12)N1CCN(c2ccc(N3CCOCC3)nn2)CC1	3
COc1cccc(NC(=O)CN(c2cccc(C(F)(F)F)c2)S(C)(=O)=O)c1	1
O=C1C2C3CCCC3=C3CCCC3C2C(=O)N1c1ccccc1 (stereo not drawn)	-4
Cc1ccnc(N2CCN(c3cc(C)c(C#N)c4nc5ccccc5n34)CC2)c1	-59
Nc1nc(-c2ccc(Cl)cc2)nn1C(=O)c1cccnc1	-3
Cc1ccc2c(c1)NC(=O)C(CC(=O)O)O2 (stereo not drawn)	-3
COc1cc2c(cc1NC(=O)CSc1nc3ccc(C)cc3[nH]1)oc1ccccc12	0
O=C(CN1CCCCC1)N1CCn2c3c(c4cc(C5CCCCC5)ccc42)CCCC31 (stereo not drawn)	-6
Cc1ccc(CSCC(=O)N2CCN(c3cc(Cl)ccc3C)CC2)cc1	5
O=c1onc2n1-c1cc(Br)ccc1OC2	-1
COc1cccc(N2CC(C(=O)O)CC2=O)c1 (stereo not drawn)	-7
CC1=C(C(=O)NC(C)c2ccc3c(c2)OCCO3)C2(CCC(C)CC2)OC1=O (stereo not drawn)	-8
CCC(=O)N1CCc2cc(Br)cc(S(=O)(=O)N3CCCC(C(=O)N4CCN(c5ccccc5OC)CC4)C3)c21 (stereo not drawn)	-13
Cc1ccc2sc(-c3ccc(N=Cc4cc5c(cc4[N+](=O)[O-])OCO5)cc3)nc2c1	-6
O=C(c1ccco1)N1CCN(C(c2ccccc2Cl)c2nnnn2Cc2ccco2)CC1 (stereo not drawn)	-7
CC(=O)N1CCC2(CC1)CC(=O)c1cc(OCC(=O)NCc3ccc(C)cc3)ccc1O2	-2
CN(C(=O)Cc1c(C(=O)O)[nH]c2ccccc12)c1ccc(Br)cc1	-7
Cc1cc(NCCN2CCCCC2)n2c(nc3ccccc32)c1C#N	2
Cn1c(=O)c2c(-c3ccccc3)n(-c3ccccc3O)cc2n(C)c1=O	-1&-7
CCn1cnc2sc(C(=O)N(Cc3ccc(N(C)C)cc3)Cc3ccco3)c(C)c2c1=O	0&3
O=C(CCN1C(=O)C2C3C=CC(C3)C2C1=O)Nc1ccc2c(c1)OCO2 (stereo not drawn)	-6&-8
O=C(Nc1cc(C(F)(F)F)ccc1N1CCCC1)c1cc([N+](=O)[O-])ccc1Cl	9
O=C(CSc1nnc(CNC(=O)c2ccco2)o1)Nc1cc(C(F)(F)F)ccc1Cl	-6
Fc1ccc(C2CC(c3cccc(Br)c3)Nc3nnnn32)cc1 (stereo not drawn)	-5
COc1ccc(-c2cc(C(F)(F)F)n3nc(C(=O)N4CCc5cc(OC)c(OC)cc5C4C)cc3n2)cc1OC (stereo not drawn)	-34
O=C(NCCc1ccccc1)c1cc(=O)[nH]c2ccc(S(=O)(=O)N3CCCC3)cc12	0
N#Cc1cc(-c2ccccc2)oc1NC(=O)c1ccco1	-10
COc1ccc(CC(=O)Nc2cc(C)on2)cc1	-5&-7
CCCSc1nc(C)cc(C)c1C(N)=O	-5
c1coc(C2Nc3c(ccc4ccccc34)C3OCCC23)c1 (stereo not drawn)	-7
COc1ccc(C(=O)CCN2CCCCCC2)cc1	9
Cc1ccc(NC(=O)CCNS(=O)(=O)c2cccs2)cc1F	-13
Cc1ccc2cc3cc(C(=O)NCc4ccc(C)o4)oc3nc2c1	12
O=C1C2C3CCC(C3)C2C(=O)N1c1cccc(O)c1 (stereo not drawn)	-5
CCOc1ccc(S(=O)(=O)N2CCN(Cc3ccccc3)CC2)c2cccnc12	-2
Cc1cc(C)n(CC2CC(=O)N(c3ccc(F)c(Cl)c3)C2=O)n1 (stereo not drawn)	6
O=C(Nc1nc(-c2ccc3ccccc3c2)cs1)c1ccccc1	-14
